PKA-R1A act – activates the PKA-R1A holoenzyme complex | P00514+P68181 | PKA-R1A dissociation, Cy5-IP20 fluorescence polarization; scaled: DMSO 0%, 113 µM cGMP 100% | activation, % at 11.4 µM | 0.083% of 340,000 active | AID 504707;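 active = percent activation above the mean of all tested compounds plus 3 SD, cut at about 19% in these data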;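 note: higher means more PKAc released from R1A so a rise in polarization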
HTR5A ag ctr – HTR5A agonism, opioid heterodimer counter-screen; P47898; HTR5A agonist assay, luminescence, cell-based; activation, % at 9.3 µM; 0.61% of 340,000 active; in the data active = activation mostly above about 9.5%, no sharp cut-off; inactive = mostly below about 7.6%;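 note: 0% = cells with vehicle only and 100% = reference agonist; strong numbers were not always called active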
OPRM1-OPRD1 ag – OPRM1-OPRD1 heterodimerization agonism; P35372+P41143; cells, luminescence; activation, % at 9.3 µM; 0.3% of 340,000 active; in the data active = activation above about 18%;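 note: 0% = vehicle-treated cells and 100% = reference agonist; values of inactives mirror those of a sister screen read the other way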
DAGLB inh – diacylglycerol lipase beta (human) inhibition | Q8NCG7 | HEK293T DAGLB membrane lysate, EnzChek fluorogenic substrate | inhibition, % at 5.17 µM | 0.059% of 340,000 active | AID 504411; in the data active = inhibition above about 34%;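 note: 0% = enzyme with vehicle and 100% = wells lacking enzyme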
Target sequence (Q8NCG7 whole entry, looked up): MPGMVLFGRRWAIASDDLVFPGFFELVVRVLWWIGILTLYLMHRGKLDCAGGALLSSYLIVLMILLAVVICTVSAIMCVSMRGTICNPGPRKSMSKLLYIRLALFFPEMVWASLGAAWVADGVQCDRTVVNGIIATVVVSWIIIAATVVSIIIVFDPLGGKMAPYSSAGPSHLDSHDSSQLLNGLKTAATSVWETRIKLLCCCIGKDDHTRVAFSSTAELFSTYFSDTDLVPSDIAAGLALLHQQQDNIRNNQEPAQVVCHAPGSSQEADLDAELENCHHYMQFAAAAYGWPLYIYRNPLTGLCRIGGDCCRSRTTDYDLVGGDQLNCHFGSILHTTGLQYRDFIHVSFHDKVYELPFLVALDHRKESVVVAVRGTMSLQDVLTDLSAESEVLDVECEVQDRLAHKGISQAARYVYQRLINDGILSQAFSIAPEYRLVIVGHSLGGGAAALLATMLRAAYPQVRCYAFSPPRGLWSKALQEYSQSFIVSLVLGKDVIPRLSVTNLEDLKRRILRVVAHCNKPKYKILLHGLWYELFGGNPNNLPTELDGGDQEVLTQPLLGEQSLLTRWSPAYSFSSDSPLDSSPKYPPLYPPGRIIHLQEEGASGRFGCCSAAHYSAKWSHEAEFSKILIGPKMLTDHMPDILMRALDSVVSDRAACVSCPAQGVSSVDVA
V-ATPase pHluor – alters yeast V-ATPase proton transport | response, % at 10 µM | 0.37% of 350,000 active | AID 504577 | S. cerevisiae, pHLuorin cytosolic pH fluorescence; in the data active = response mostly above about 7.3%, no sharp cut-off; inactive = mostly below about 5.4%; note: actives read high; inactives centre near 0; some compounds called inactive have numbers as strong as hits; reference of the scale not given here
PKA-R2B activ – PKA-R2B complex activation. P22694+P31323. PKA-R2B holoenzyme dissociation, Cy5-IP20 fluorescence polarization; R2B truncated from residue 108, S112A mutant; 0% DMSO only, 100% 113 µM cGMP. activation, % at 11.4 µM. 0.079% of 340,000 active. AID 504700;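 active = activation above a cutoff set at the mean over all compounds plus 3 SD, cut at about 18% in these data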;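 note: higher means more holoenzyme dissociation and a rise in polarization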
Target sequence (P31323 whole entry, looked up, other chains not shown, the tested form may be a part): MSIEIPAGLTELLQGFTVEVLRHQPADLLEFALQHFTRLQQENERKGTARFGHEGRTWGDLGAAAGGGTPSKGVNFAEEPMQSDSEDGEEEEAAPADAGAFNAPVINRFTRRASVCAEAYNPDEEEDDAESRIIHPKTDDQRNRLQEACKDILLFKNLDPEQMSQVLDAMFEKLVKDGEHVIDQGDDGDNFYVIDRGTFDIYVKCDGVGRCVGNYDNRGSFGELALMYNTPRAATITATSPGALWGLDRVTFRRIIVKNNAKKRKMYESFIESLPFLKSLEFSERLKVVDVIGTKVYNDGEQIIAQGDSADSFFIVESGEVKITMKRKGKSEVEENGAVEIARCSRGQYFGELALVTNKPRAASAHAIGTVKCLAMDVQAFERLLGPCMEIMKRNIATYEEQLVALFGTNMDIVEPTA
OPRM1-OPRD1 inv – inverse agonist of human OPRM1-OPRD1 heterodimerization; P35372+P41143; cell-based MOR-DOR heterodimer luminescence, inverse agonism; inhibition, % at 9.3 µM; 0.21% of 340,000 active; AID 504357; in the data active = inhibition above about 22%, passing the limit was not always enough;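 note: 0% = cells with DMSO and 100% = wells without cells with DMSO; values of inactives mirror those of a sister screen read the other way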
HTR5A inv ag – inverse agonist of human HTR5A in OPRM1-OPRD1 counter-screen; P47898; HTR5A cell line, luminescence, inverse agonism; 0.083% of 340,000 active; inhibition, % at 9.3 µM; in the data active = inhibition mostly above about 23%, no sharp cut-off; inactive = mostly below about 18%;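 note: 0% = cells with DMSO and 100% = no-cell wells with DMSO; some compounds called inactive have numbers as strong as hits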
DSG3 Ab inh – blocks pemphigus antibody binding to human desmoglein-3. P32926. binding (percent of control), % at 10 µM. DSG3-coupled beads, scFv-anti-DSG3-GFP binding, flow cytometry; stronger effect = lower value. 0.48% of 310,000 active;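 active = binding more than 3 SD below its plate's average and above zero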;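 note: hits lower antibody fragment binding to DSG3; some compounds called inactive have numbers as strong as hits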
Arr AP2 block – inhibitors of human beta-arrestin and AP2 interaction; inhibition, % at 10 µM; 0.31% of 340,000 active; FITC-arrestin peptide / GST-AP2 beads, flow cytometry; AP2 beta2 appendage carries R879A mutation;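 active = inhibition above a set limit, near 3 SD of compounds lacking own fluorescence, cut at about 54% in these data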;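 note: plate controls were DMSO wells for no effect and 5 µM unlabelled arrestin peptide for full effect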
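system = GST-tagged AP2 beta2-adaptin appendage (R879A) on 4 µm glutathione beads | reagent = FITC-labelled arrestin peptide probe, 50 nM final | schedule = compound with beads 12 min RT, then probe 1 h RT | signal = HyperCyt-sampled flow cytometry, FL1 channel, ex 488/em 535 nm | read-out = percent response from loss of bead-bound FITC fluorescence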
Active calls of the source: *.

For COc1ccccc1C1C2=C(CC(C)(C)CC2=O)N(CC(=O)O)C2=C1C(=O)CC(C)(C)C2 the results were PKA-R1A act -1, HTR5A ag ctr -7, OPRM1-OPRD1 ag -2.2, DAGLB inh 0, V-ATPase pHluor 2, PKA-R2B activ -5, OPRM1-OPRD1 inv 11, HTR5A inv ag -17, DSG3 Ab inh 101 and Arr AP2 block -7.
For CCOC(=O)N1CCC(NC(=O)Cn2ncc3ccccc32)CC1 the results were PKA-R1A act -4, HTR5A ag ctr -2, OPRM1-OPRD1 ag 0.8, DAGLB inh -1, V-ATPase pHluor 0, PKA-R2B activ 5, OPRM1-OPRD1 inv -5, HTR5A inv ag 5, DSG3 Ab inh 86 and Arr AP2 block 2.
For O=C(Nc1nnc(-c2ccco2)o1)c1ccc(S(=O)(=O)N2CCOCC2)cc1 the results were PKA-R1A act -5, HTR5A ag ctr -1, OPRM1-OPRD1 ag -1.1, DAGLB inh 1, V-ATPase pHluor -1, PKA-R2B activ -3, OPRM1-OPRD1 inv 8, HTR5A inv ag -6, DSG3 Ab inh 101 and Arr AP2 block -1.
Screening COc1cc(C)ccc1OCCOCCOc1cc(C)c(C)cc1Br returned PKA-R1A act 8, HTR5A ag ctr 3, OPRM1-OPRD1 ag -0.7, DAGLB inh -29, V-ATPase pHluor -2, PKA-R2B activ -1, OPRM1-OPRD1 inv 3, HTR5A inv ag 5, DSG3 Ab inh 98 and Arr AP2 block 8.
`CCN(CC)c1nc(N2CCN(C)CC2)nc2ccccc12` gave PKA-R1A act -12, HTR5A ag ctr 10, OPRM1-OPRD1 ag -2.2, DAGLB inh 5, V-ATPase pHluor -1, PKA-R2B activ -2, OPRM1-OPRD1 inv 11, HTR5A inv ag 19, DSG3 Ab inh 119 and Arr AP2 block 7.
For COc1ccc(-c2nc(C#N)c(N3CCC(C)CC3)o2)cc1 the results were PKA-R1A act 4, HTR5A ag ctr 1, OPRM1-OPRD1 ag 1.4, DAGLB inh -10, V-ATPase pHluor -2, PKA-R2B activ 11, OPRM1-OPRD1 inv -6, HTR5A inv ag -3, DSG3 Ab inh 96 and Arr AP2 block 21.
Screening CN=C(Nc1cc(C)nn1-c1ccccc1)c1ccccc1 returned PKA-R1A act -13, HTR5A ag ctr 1, OPRM1-OPRD1 ag -2.9, DAGLB inh 0, V-ATPase pHluor -3, PKA-R2B activ -4, OPRM1-OPRD1 inv 16, HTR5A inv ag 22, DSG3 Ab inh 103 and Arr AP2 block 27.
For CCCCn1c(SCC(=O)Nc2cc(C)on2)nnc1-c1ccco1 the results were PKA-R1A act 10, HTR5A ag ctr 2, OPRM1-OPRD1 ag -2.0, DAGLB inh -1, V-ATPase pHluor 1, PKA-R2B activ -7, OPRM1-OPRD1 inv 11, HTR5A inv ag -6, DSG3 Ab inh 107 and Arr AP2 block -7.
Screening COc1ccccc1NC(=O)Nc1c(C)n(C)n(-c2ccccc2)c1=O returned PKA-R1A act -6, HTR5A ag ctr 8, OPRM1-OPRD1 ag -3.0, DAGLB inh 0, V-ATPase pHluor -4, PKA-R2B activ -4, OPRM1-OPRD1 inv 15, HTR5A inv ag -20, DSG3 Ab inh 109 and Arr AP2 block 12.
Nc1cccc(Nc2ncnc3ccccc23)c1 was read as PKA-R1A act -3, HTR5A ag ctr 6, OPRM1-OPRD1 ag 1.9, DAGLB inh 0, V-ATPase pHluor 1, PKA-R2B activ -6, OPRM1-OPRD1 inv -10, HTR5A inv ag -23, DSG3 Ab inh 103 and Arr AP2 block 8.
`CCCCCCCCNC(=O)/C(C#N)=C/c1ccc(SC)cc1` gave PKA-R1A act -6, HTR5A ag ctr 3, OPRM1-OPRD1 ag 1.2, DAGLB inh -6, V-ATPase pHluor -1, PKA-R2B activ -8, OPRM1-OPRD1 inv -7, HTR5A inv ag -11, DSG3 Ab inh 103 and Arr AP2 block -12.
For Cc1[nH][nH]c(=O)c1C(c1c(C)[nH][nH]c1=O)c1cn(Cc2ccc(F)cc2)c2ccccc12 the results were PKA-R1A act -3, HTR5A ag ctr 1, OPRM1-OPRD1 ag -7.9, DAGLB inh 0, V-ATPase pHluor 0, PKA-R2B activ 10, OPRM1-OPRD1 inv 43*, HTR5A inv ag 15, DSG3 Ab inh 108 and Arr AP2 block 22.
`CCCCn1c(SCC(=O)N(CC)C2CCS(=O)(=O)C2)nnc1C(CC)N(C)C` (configuration not stated) gave PKA-R1A act -4, HTR5A ag ctr 1, OPRM1-OPRD1 ag -0.5, DAGLB inh 2, V-ATPase pHluor -3, PKA-R2B activ -7, OPRM1-OPRD1 inv 3, HTR5A inv ag -6, DSG3 Ab inh 96 and Arr AP2 block -1.
COc1ccc(N2CCN(C(c3ccccc3)c3sc4nc(C)nn4c3O)CC2)cc1 (configuration not stated) was read as PKA-R1A act 8, HTR5A ag ctr -2, OPRM1-OPRD1 ag -0.2, DAGLB inh 1, V-ATPase pHluor 3, PKA-R2B activ 17, OPRM1-OPRD1 inv 1, HTR5A inv ag -8, DSG3 Ab inh 77 and Arr AP2 block 5.
Screening O=C(Cn1cnc2c(OCc3ccccc3)ncnc21)NCC1CCCO1 (configuration not stated) returned PKA-R1A act -6, DAGLB inh -1, V-ATPase pHluor 0, PKA-R2B activ 0, DSG3 Ab inh 102 and Arr AP2 block 3.
`Cc1ccc(C(=O)CNc2ccc(C)c(Cl)c2)cc1` gave PKA-R1A act 4, HTR5A ag ctr 3, OPRM1-OPRD1 ag -3.1, DAGLB inh -4, V-ATPase pHluor 1, PKA-R2B activ 1, OPRM1-OPRD1 inv 16, HTR5A inv ag -11, DSG3 Ab inh -6.7* and Arr AP2 block 10.
Screening COc1cc(/C=N/N2CCN(Cc3ccc(Cl)cc3)CC2)ccc1OC(C)=O returned PKA-R1A act 2, HTR5A ag ctr 2, OPRM1-OPRD1 ag 3.3, DAGLB inh -7, V-ATPase pHluor 1, PKA-R2B activ 2, OPRM1-OPRD1 inv -16, HTR5A inv ag -6, DSG3 Ab inh 145 and Arr AP2 block -7.
Screening CC(C)n1nnc2ccccc2c1=O returned PKA-R1A act -5, HTR5A ag ctr -4, OPRM1-OPRD1 ag -1.2, DAGLB inh -3, V-ATPase pHluor 7, PKA-R2B activ -2, OPRM1-OPRD1 inv 6, HTR5A inv ag 11 and Arr AP2 block -5.
`Cc1cc(NC(=O)c2ccc(NC(=O)C(C)C)cc2)no1` gave PKA-R1A act -1, HTR5A ag ctr -3, OPRM1-OPRD1 ag -0.7, DAGLB inh -3, V-ATPase pHluor 1, PKA-R2B activ -13, OPRM1-OPRD1 inv 4, HTR5A inv ag 12, DSG3 Ab inh 102 and Arr AP2 block 3.
Screening COc1ccc(S(=O)(=O)N2CCN(C(=O)c3ccccc3Cc3ccccc3)CC2)cc1OC returned PKA-R1A act 0, DAGLB inh -4, V-ATPase pHluor -1, PKA-R2B activ -12 and DSG3 Ab inh 100.
For COc1ccc(Oc2ccccc2C=O)cc1 the results were PKA-R1A act -5, HTR5A ag ctr -2, OPRM1-OPRD1 ag -1.6, DAGLB inh -4, V-ATPase pHluor 0, PKA-R2B activ 2, OPRM1-OPRD1 inv 9, HTR5A inv ag -12, DSG3 Ab inh 110 and Arr AP2 block -157.
Cc1ccc(OCC(=O)OC(C)CN(C)Cc2ccccc2)cc1 (configuration not stated) was read as PKA-R1A act 4, HTR5A ag ctr -1, OPRM1-OPRD1 ag -1.6, DAGLB inh 0, V-ATPase pHluor -3, PKA-R2B activ -2, OPRM1-OPRD1 inv 8, HTR5A inv ag -1, DSG3 Ab inh 86 and Arr AP2 block 4.
For COc1cc2c(c(OC)c1OC)-c1ccc(SC)c(=O)cc1C(NC(=O)c1ccccc1)CC2 (configuration not stated) the results were PKA-R1A act 6, HTR5A ag ctr -3, OPRM1-OPRD1 ag -4.0, DAGLB inh 1, V-ATPase pHluor -8, PKA-R2B activ -8, OPRM1-OPRD1 inv 18, HTR5A inv ag 11, DSG3 Ab inh 90 and Arr AP2 block 50.
Screening Cc1csc(N2CCN(c3cc4nc(-c5ccncc5)[nH]c4cc3Cl)CC2)n1 returned PKA-R1A act -6, HTR5A ag ctr 2, OPRM1-OPRD1 ag -1.0, DAGLB inh 4, V-ATPase pHluor -1, PKA-R2B activ -9, OPRM1-OPRD1 inv 4, HTR5A inv ag 25, DSG3 Ab inh 105 and Arr AP2 block -12.
Screening CC1CCCN(S(=O)(=O)c2cc(C(=O)NCc3ccco3)ccc2Cl)C1 (configuration not stated) returned PKA-R1A act 2, HTR5A ag ctr -6, OPRM1-OPRD1 ag -0.6, DAGLB inh 2, V-ATPase pHluor -5, PKA-R2B activ -4, OPRM1-OPRD1 inv 2, HTR5A inv ag 15, DSG3 Ab inh 97 and Arr AP2 block -9.
CC1(C)C(=O)OC(c2ccco2)C(C)(C)C1=O (configuration not stated) was read as PKA-R1A act -3, HTR5A ag ctr 0, OPRM1-OPRD1 ag -1.4, DAGLB inh 3, V-ATPase pHluor -1, PKA-R2B activ -1, OPRM1-OPRD1 inv 8, HTR5A inv ag 0, DSG3 Ab inh 103 and Arr AP2 block 2.
Screening Cc1cc(C)n(-c2cccc(C(=O)O)c2)n1 returned PKA-R1A act -3, HTR5A ag ctr -2, OPRM1-OPRD1 ag -3.7, DAGLB inh -2, V-ATPase pHluor 7, PKA-R2B activ -3, OPRM1-OPRD1 inv 17, HTR5A inv ag 6, DSG3 Ab inh 87 and Arr AP2 block -1.
Screening CCOc1ccc(C2/C(=C(\O)c3ccc(OC)c(OC)c3)C(=O)C(=O)N2c2cc(C)on2)cc1OC (configuration not stated) returned PKA-R1A act -1, HTR5A ag ctr 7, OPRM1-OPRD1 ag -2.3, DAGLB inh -1, V-ATPase pHluor -3, PKA-R2B activ -3, OPRM1-OPRD1 inv 12, HTR5A inv ag -19, DSG3 Ab inh 107 and Arr AP2 block 21.
COc1ccc(S(=O)(=O)Nc2ccc(NC(C)=O)cc2)cc1 was read as PKA-R1A act 1, HTR5A ag ctr 2, OPRM1-OPRD1 ag -3.0, DAGLB inh 1, V-ATPase pHluor 7, PKA-R2B activ -15, OPRM1-OPRD1 inv 16, HTR5A inv ag -11, DSG3 Ab inh 96 and Arr AP2 block 6.
COc1ccc(-c2nc(C#N)c(NCCCN(C)C)o2)cc1OC was read as PKA-R1A act 12, HTR5A ag ctr -1, OPRM1-OPRD1 ag -2.7, DAGLB inh 2, V-ATPase pHluor 0, PKA-R2B activ -13, OPRM1-OPRD1 inv 15, HTR5A inv ag -13, DSG3 Ab inh 84 and Arr AP2 block 1.
For Clc1ccc(OCCCCSc2ncccn2)cc1 the results were PKA-R1A act -6, HTR5A ag ctr 9, OPRM1-OPRD1 ag 3.5, DAGLB inh -17, V-ATPase pHluor 1, PKA-R2B activ -3, OPRM1-OPRD1 inv -21, HTR5A inv ag -24, DSG3 Ab inh 105 and Arr AP2 block -5.

Screening results: PubChem BioAssay, several laboratories
